# SIAH1 antagonists = Siah-1 peptide-binding antagonists, primary screen, biochemical, fluorescence polarization, rhodamine-plectin, uHTS (AID 1817); 290,000 tested, 0.02% active; Siah-1 / rhodamine-plectin peptide fluorescence polarization; higher % means a stronger effect; displacement, % at 20 µM; hits with a dose series show IC50 in µM;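 active means displacement of at least 50% at 20 µM, with a fluorescence ratio check between 0.3 and a set limit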;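 further: plate controls were Siah plus tracer with DMSO for no effect and tracer alone without Siah for full effect; strong numbers were not always called active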
# GPR55 beta-arrestin = GPR55 agonists via beta-arrestin recruitment, primary screen, imaging, U2OS cells, beta-arrestin-GFP redistribution (AID 1961); U2OS GPR55 beta-arrestin-GFP redistribution imaging; higher % means a stronger effect; activation, % at 10 µM, or EC50 in µM where a hit was titrated; 290,000 tested, 0.048% active;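 active means activation above 40% with more than 50 cells counted in the well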;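 further: U2OS osteosarcoma cells stably expressing GPR55 and beta-arrestin-GFP; plate controls were DMSO negative control for no effect and LPI positive control for full effect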
# KOR beta-arrestin-1 = KOR antagonists, beta-arrestin recruitment, cell-based, luminescence, uHTS (AID 1778); Kappa-type opioid receptor (Homo sapiens); KOR beta-arrestin recruitment, luminescence, antagonist mode; higher % means a stronger effect; inhibition, % at 10 µM; hits with a dose series show IC50 in µM; 290,000 tested, 0.091% active; in the data active means inhibition above about 50%; further: strong numbers were not always called active
# GPR35 antagonists = GPR35 antagonists blocking zaprinast-driven arrestin recruitment, primary screen, imaging, U2OS, beta-arrestin-GFP, zaprinast agonist (AID 2058); one-dose inhibition, % at 10 µM; IC50 in µM for titrated hits; U2OS GPR35 beta-arrestin-GFP translocation imaging, zaprinast antagonism; higher % means a stronger effect; 290,000 tested, 0.052% active;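 active means inhibition of at least 50% with at least 30 cells and total cytoplasm GFP at most 10,000,000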
# HIV peptide binding = inhibitors of HIV fusion peptide binding, primary screen, biochemical, uHTS, fluorescence dequenching (AID 1986); one-dose inhibition, % at 20 µM; IC50 in µM for titrated hits; cell-free peptide binding, fluorescence dequenching, 30 min; higher % means a stronger effect; 290,000 tested, 0.3% active; in the data active means inhibition mostly above about 52%, no sharp cut-off; inactive means mostly below about 76%; further: some results filed as inactive read as strong as hits
# KOR beta-arrestin-2 = KOR agonists, beta-arrestin recruitment, primary screen, cell-based, luminescence, uHTS (AID 1777) | Kappa-type opioid receptor (Homo sapiens) | 280,000 tested, 0.02% active | KOR beta-arrestin recruitment, luminescence; higher % means a stronger effect | activation, % at 10 µM, or EC50 in µM where a hit was titrated; in the data active means activation above about 50%, passing the limit was not always enough; further: a part of the inactive calls stands beside numbers as strong as those of hits
# NOD1 NF-kB reporter = NOD1 signaling inhibitors, primary screen, cell-based, luminescence, uHTS (AID 1578) | inhibition, % at 4 µM, or EC50 in µM where a hit was titrated | NOD1-driven NF-kB luciferase reporter cells, luminescence; higher % means a stronger effect | 290,000 tested, 1% active; in the data active means inhibition mostly above about 36%, no sharp cut-off; inactive means mostly below about 34%;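 further: HEK-293T reporter cells stimulated with the NOD1 agonist gamma-tri-DAP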
# GPR55 antagonists = GPR55 antagonists blocking LPI-driven arrestin recruitment, primary screen, imaging, U2OS, beta-arrestin-GFP, LPI agonist (AID 2013). G-protein coupled receptor 55 (Homo sapiens). 290,000 tested, 0.13% active. U2OS GPR55 beta-arrestin-GFP translocation imaging, LPI antagonism; higher % means a stronger effect. inhibition, % at 10 µM; hits with a dose series show IC50 in µM;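 active means spots per cell inhibited over 60%, with over 100 cells counted and total cytoplasm intensity under 500,000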;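 further: U2OS cells stably carrying GPR55 and arrestin-GFP stimulated by 5 µM LPI near EC80; imaged beta-arrestin-GFP aggregate spots per cell after agonist stimulation; plate controls were LPI-stimulated DMSO wells for no effect and DMSO wells without LPI for full effect; some results filed as inactive read as strong as hits; confirmed hits need IC50 under 10 µM and bright autofluorescent wells are also inconclusive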
# AID2073 = inhibitors of Mint1-CaV2.2 protein interaction, biochemical, HTRF (AID 2073). Voltage-dependent N-type calcium channel subunit alpha-1B (Homo sapiens). HTRF protein-protein interaction, Mint1-CaV2.2; higher % means a stronger effect. inhibition, % at 20 µM, or IC50 in µM where a hit was titrated. 290,000 tested, 0.19% active; in the data active means inhibition mostly above about 51%, no sharp cut-off; further: some results filed as inactive read as strong as hits
# * = called active by the depositor; . = no result given; [ ] = another dose, or the depositor's remark.
no.	Structure	SIAH1 antagonists	GPR55 beta-arrestin	KOR beta-arrestin-1	GPR35 antagonists	HIV peptide binding	KOR beta-arrestin-2	NOD1 NF-kB reporter	GPR55 antagonists	AID2073
1	O=C(/C=C/c1ccccn1)c1cc(Br)ccc1O	1%	-0.1%	1%	-1%	-3.4%	5.0%	-2%	18%	0%
2	CN(c1ccc(C(=O)N2CCc3ccccc3C2)cc1)S(C)(=O)=O	0%	-0.5%	1%	-26%	-0.2%	-3.7%	10%	-3%	3%
3	CC(C)(C)c1ccc(/C=C/C(=O)Nc2nncs2)cc1	4%	-0.4%	.	-1%	-0.8%	0.1%	-53%	12%	-9%
4	Cc1nc(-c2cc(C#N)c(Sc3cccc(C(F)(F)F)c3)nc2C)cs1	4%	0.3%	4%	-1%	-0.7%	-0.3%	-11%	4%	10%
5	O=C(CCc1ccc(S(=O)(=O)NCCc2ccccc2)cc1)Nc1ccc2c(c1)OCCO2	17%	0.1%	6%	4%	0.3%	-0.5%	-22%	12%	-6%
6	COc1ccc(-c2cc(C(F)(F)F)c3c(N)c(C(=O)NCCSC)sc3n2)cc1	0%	-0.1%	13%	3%	4.0%	0.4%	-8%	-5%	21%
7	Cn1nnc2cc(C(=O)NC3CC3)ccc21	-3%	-0.2%	-86%	-4%	-0.4%	4.6%	14%	-2%	0%
8	COc1ccc(CNC(=O)COc2cccnc2[N+](=O)[O-])cc1OC	-5%	0.0%	-31%	-8%	-0.3%	-0.3%	18%	12%	8%
9	O=C(/C=C/c1ccc(Cl)cc1Cl)c1nc2ccccc2[nH]1	3%	-0.3%	-1%	-15%	-3.8%	5.7%	9%	-4%	4%
10	COc1cccc(-n2c(SCC(=O)OC(C)C)nnc2-c2cccnc2)c1	5%	-0.2%	-1%	-7%	1.3%	0.1%	-35%	3%	-2%
11	CC(COC(=O)c1ccccc1)(COC(=O)c1ccccc1)/[N+]([O-])=C/c1ccccc1	-3%	0.5%	12%	-1%	-1.7%	-1.1%	-27%	1%	-9%
12	CC1CCN(S(=O)(=O)c2ccc(NC(=O)c3ccccc3F)cc2)CC1	0%	0.3%	6%	0%	-0.2%	-1.6%	29%	6%	14%
13	CCN(CC(=O)Nc1ccc(Br)cc1)C(=O)Cc1cccc(F)c1	4%	-0.1%	-5%	1%	2.0%	-2.9%	-55%	-19%	6%
14	CC(=O)NCc1cc(-c2nn(C)c(=O)c3ccccc23)ccc1C	4%	0.2%	-1%	-13%	1.6%	3.9%	-4%	6%	-5%
15	Cc1ccc(-c2nnn(CC(=O)N(c3ccccc3)C(C(=O)NC3CCCC3)c3ccco3)n2)o1 (configuration not stated)	0%	-0.1%	19%	11%	-1.1%	0.3%	7%	8%	10%
16	N=C1SC(CC(=O)Nc2ccccc2[N+](=O)[O-])C(=O)N1c1ccccc1 (configuration not stated)	3%	-0.1%	11%	-10%	-0.7%	0.6%	0%	11%	0%
17	CCOc1ccc(C(=O)NCC(=O)OCC(=O)N2CCC(C)CC2)cc1	2%	0.0%	-2%	-7%	-2.3%	-7.2%	-28%	7%	12%
18	CC(=O)c1ccc(NC(=S)N2CCN(C(=S)Nc3ccc(C(C)=O)cc3)C(C)C2)cc1 (configuration not stated)	-3%	0.4%	-23%	6%	0.4%	-1.9%	-18%	2%	-38%
19	C=CCNC(=O)CN(c1ccc(OC)cc1OC)S(C)(=O)=O	-1%	-0.1%	-7%	15%	-3.4%	.	1%	7%	-14%
20	COc1ccc(CNC(=O)OCc2nccnc2C(=O)Nc2ccc(Br)cn2)cc1	-4%	-0.4%	-29%	20%	1.4%	4.6%	-16%	-5%	22%
21	Cc1cc(N2CCN(c3ccccc3)CC2)n2ncnc2n1	4%	0.2%	-33%	5%	0.6%	-4.4%	-18%	9%	4%
22	O=C(Nc1cccnc1)c1ccc(F)cc1	-5%	-0.4%	26%	-14%	-0.9%	6.9%	-35%	-2%	2%
23	COc1ccc(NC(=O)N2CCCc3ccccc32)c(OC)c1	2%	0.2%	-6%	4%	1.2%	-4.5%	-22%	8%	12%
24	O=C(CSc1nnc(CNc2ccc(Cl)cc2)n1Cc1ccccc1)NCc1ccco1	1%	-0.2%	-12%	-11%	0.6%	-4.5%	2%	-14%	-2%
25	FC(F)Sc1ccc(-n2cc(-c3ccc(Cl)cc3)[n+]3c2CCC3)cc1	-5%	-0.1%	-11%	2%	-2.8%	-4.4%	1%	16%	1%
26	COc1ccc(CN2C=C3C(=O)C(C)(OC(=O)CCc4ccccc4)C(=O)C=C3C=C2c2ccc(C#N)cc2)cc1 (configuration not stated)	-1%	-0.1%	31%	-17%	2.3%	-3.0%	6%	-3%	11%
27	CN(CCCCCCCCC(=O)/C=N/O)Cc1ccccc1	0%	-0.1%	18%	25%	-0.8%	-4.0%	-3%	-21%	-4%
28	CCOC(=O)c1sc(NC(=O)CSc2nc3c(cc2C#N)CCCCC3)c(C#N)c1C	-1%	0.0%	-42%	-2%	5.2%	1.0%	73%	-15%	8%
29	COc1ccc(OC)c(Nc2nc(-c3cccs3)cs2)c1	-2%	-0.2%	-10%	18%	0.7%	-2.7%	-5%	7%	-3%
30	O=c1c2sccc2nc(SCc2cc(=O)n3ccccc3n2)n1Cc1ccccn1	2%	-0.2%	13%	0%	1.0%	0.9%	-56%	11%	8%
31	CC(C)CC(=O)Nc1ccc(C(=O)COC(=O)C2CCC2)cc1	-1%	0.3%	-6%	-17%	-0.8%	-3.5%	0%	-11%	9%
32	O=[N+]([O-])c1ccc(N/N=C/c2ccc(OCc3cccc4ccccc34)cc2)nc1	5%	0.0%	24%	7%	46%	-4.7%	-61%	11%	31%
33	CC(C)CNC(=S)N1CCN(c2nc(-c3ccc(Cl)cc3)cs2)CC1	5%	-0.4%	-37%[20 µM]	0%	-0.3%	-3.0%	-2%	4%	-3%
34	CCC(=O)c1ccc(OC(=O)Cc2ccc(OC)cc2)cc1	1%	-0.2%	-26%	-4%	0.4%	-1.7%	-20%	3%	7%
35	CN1/C(=C/C(=O)CSc2ccccc2C(=O)O)C(C)(C)c2ccccc21	-6%	-0.1%	32%	-1%	-0.4%	5.9%	10%	3.4µM*	9%
36	CCCN(CC1CCCO1)C(=O)CCc1nnc(-c2cc(C)on2)o1 (configuration not stated)	1%	-0.2%	0%	4%	1.0%	-7.8%	-32%	10%	-8%
37	Cc1ccccc1CN1CCN(S(=O)(=O)c2ccc(Cl)s2)CC1	0%	0.3%	14%	4%	-0.5%	-1.4%	-15%	23%	4%
38	CCOC(=O)C1=C(C)N(c2ccccc2)C(=O)/C1=C\c1cccs1	-4%	0.3%	-3%	-25%	-0.4%	-3.5%	-14%	12%	5%
39	Cc1cccc(C(=O)NNC(=O)c2ccc(NC(=O)C(C)(C)C)cc2)c1	-4%	-0.4%	-25%[20 µM]	1%	-0.8%	-2.5%	-4%	-2%	14%
40	CCCOc1nc(N)c(C#N)c(-c2ccccc2F)c1C#N	-5%	-0.1%	-20%	9%	-0.8%	-4.5%	1%	11%	7%
41	N#Cc1cccc(S(=O)(=O)N2CCN(c3ccnc4cc(Cl)ccc34)CC2)c1	8%	0.3%	-7%	4%	0.4%	1.2%	-27%	1%	2%
42	CCC(=O)Nc1ccc2c(c1)C(=O)N(C1CCCCC1)C2=O	2%	-0.1%	2%	-5%	1.0%	2.9%	.	11%	18%
43	O=C1OCCC1Sc1nnc(-c2ccc(Cl)cc2)n1Cc1ccccc1 (configuration not stated)	3%	-0.2%	-13%	28%	1.9%	1.7%	-2%	15%	-6%
44	O=C(Nc1cc(Cl)ccc1N1CCOCC1)c1cnccn1	14%	-0.2%	-34%	-11%	0.8%	-0.9%	-16%	-6%	8%
45	NC(=O)CCCSc1nc2ccccc2[nH]1	1%	0.1%	-2%	-12%	2.3%	3.4%	-20%	-2%	5%
46	COc1ccc(Cn2nnnc2C(c2cccs2)N2CCOCC2)cc1 (configuration not stated)	2%	-0.1%	19%	7%	0.5%	1.2%	-8%	9%	3%
47	COc1ccc(Br)cc1CNc1ccccc1	6%	0.2%	4%	7%	3.6%	6.4%	0%	36%	17%
48	Cc1cc(C)n2ncc(C(=O)NCCc3ccccc3)c2n1	5%	0.6%	-41%	-7%	0.3%	3.4%	-36%	-4%	6%
49	CCOc1ccc(C)cc1S(=O)(=O)Nc1ccc(Cl)cn1	-2%	-0.1%	-4%	4%	61%	2.8%	-2%	3%	-4%
50	Cc1cccc(NC(=S)NC(=O)c2ccc(Br)o2)c1C	-1%	-0.1%	-16%[20 µM]	-3%	0.3%	-3.8%	-27%	11%	-8%
51	Cc1ccc2[nH]c3c(c2c1)CN(C(=O)CN1CCN(c2ccccc2)CC1)CC3	1%	-0.2%	12%	9%	-2.2%	-11%	6%	27%	0%
52	Cc1cc2ncc(C(=O)N=CN(C)C)cn2n1	9%	0.2%	-9%	-10%	-0.7%	0.7%	-36%	10%	3%
53	O=C1CN(C(=O)CSc2ccc(-c3ccc(F)cc3)nn2)c2ccccc2N1	5%	-0.2%	-9%	14%	-1.3%	-2.9%	-16%	8%	4%
54	O=C(COc1ccc(Cl)cc1[N+](=O)[O-])NC1CCCCC1	4%	0.4%	-14%	-3%	0.8%	-5.9%	-35%	-6%	24%
55	O=C(NCc1ccccc1)c1ccc(CS(=O)Cc2ccc(Cl)cc2)o1 (configuration not stated)	3%	-0.2%	-9%	18%	0.0%	6.5%	-12%	-46%	10%
56	COc1ccc(N(CC(=O)N2CCN(c3ccccc3F)CC2)S(=O)(=O)c2c(C)n[nH]c2C)cc1	16%	0.0%	5%	1%	2.0%	2.2%	-29%	19%	-10%
57	COc1ccc(C(=O)NC2CCCCCC2)cc1S(=O)(=O)N1CCCc2ccccc21	1%	-0.1%	0%	12%	-0.2%	-6.1%	-3%	12%	-8%
58	Cc1nc2sccn2c1P(c1c(C)nc2sccn12)c1c(C)nc2sccn12	-3%	-0.2%	16%	-4%	0.0%	2.9%	3%	-9%	19%
59	Cc1ccc(C(CC(=O)N2CCCCC2)c2ccccc2)c(O)c1C (configuration not stated)	-2%	0.0%	8%	-1%	-0.2%	0.4%	-7%	9%	2%
60	COc1ccc(OC)c(Cc2nnc(CCC(=O)NCc3ccc(C)s3)o2)c1	-1%	-0.1%	-14%[20 µM]	2%	-2.2%	.	-29%	0%	0%
61	S=C(Nc1ccccc1)N1CCN(C2CCCCC2)CC1	0%	0.4%	16%	-10%	-2.4%	-6.7%	8%	1%	-44%

# Only part of the results is shown; rates above refer to the full screens.
